Source: PubChem BioAssay
FUS suppressor – FUS proteinopathy suppression in yeast | S. cerevisiae FUS-expressing, growth rescue, OD600, 24 h | Potency, µM (top dose mostly 76.6 µM), for inactives: at the highest dose growth rescue (activation), hits mostly activators | 0.24% of 390,000 active | AID 1347120;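 note: potency is the fitted concentration of half-maximal effect; plate controls were DMSO vehicle for no effect and reference control for full effect; nearly all actives have a fitted effect of over 55% in size; some results filed as inactive show a strong effect at the top dose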
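Cultures pregrown in 2.5% raffinose medium are shifted to minimal medium containing 2% galactose to express toxic FUS. Compounds are tested at several concentrations. After 24hr at 30C, growth is quantified at 600 nm absorbance.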
TDP-43 yeast inh – TDP-43 toxicity inhibition in yeast; Potency, µM (series often up to 46.1 µM), without a hit: at the highest dose growth rescue (activation), actives largely listed as activators; TDP-43 expressing yeast growth rescue, BacTiter-Glo, 24 h; 1.8% of 410,000 active; note: potency is the fitted concentration of half-maximal effect; % of control where 0% means no effect; nearly all actives have a fitted effect of over 50% in size
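Cell-based yeast growth screen: TDP-43 expression induced in galactose, inoculum OD600=0.02 after raffinose pregrowth to mid-log. Read-out BacTiter-Glo luminescence at 24 hr, 30 deg C; inhibition of toxicity seen as signal increase.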
D3 antag – antagonists of human D3 dopamine receptor; P35462; D3R cells, DiscoveRx beta-arrestin luminescence, antagonist mode; hits give low values; max response, negative = inhibition, %; 2.5% of 360,000 active; in the data active = max response below about -50%; inconclusive = no clear call, values can overlap the other calls; note: % is set by controls: 0 for no effect and ±100 for the full control effect; mostly tested at two doses, the higher about 12 µM
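Cells plated overnight at 1500 cells/well, then exposed to library compounds with dopamine controls for 90 minutes at 37 degrees C. DiscoveRx reagent added for 30–60 minutes at room temperature; luminescence read, quantitative HTS format.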
D3 ag – D3 dopamine receptor (human) agonism. D3R DiscoveRx beta-arrestin cells, luminescence, 90 min. max activation, %. 0.58% of 410,000 active. AID 652048; in the data active = max activation above about 30%; note: 0% is about no effect; mostly tested at two doses, the higher about 12 µM
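Agonist mode: compounds and dopamine controls were applied to plated cells for 90 min at 37 degrees C after an overnight attachment at 1500 cells/well. Luminescent read-out followed 30 - 60 minutes at room temperature with DiscoveRx detection reagent.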
EPAC2 agonist – activates human EPAC2 exchange factor; 0.079% of 360,000 active; Q8WZA2; Potency, µM (highest dose often 154 µM), for the others: at the highest dose activation, actives largely listed as activators; EPAC2 activation, biochemical qHTS; response scale: 100% = 6.5 mM cAMP response; note: potency is the fitted concentration of half-maximal effect; nearly all actives have a fitted effect of over 50% in size
Target sequence (Q8WZA2 whole entry, looked up): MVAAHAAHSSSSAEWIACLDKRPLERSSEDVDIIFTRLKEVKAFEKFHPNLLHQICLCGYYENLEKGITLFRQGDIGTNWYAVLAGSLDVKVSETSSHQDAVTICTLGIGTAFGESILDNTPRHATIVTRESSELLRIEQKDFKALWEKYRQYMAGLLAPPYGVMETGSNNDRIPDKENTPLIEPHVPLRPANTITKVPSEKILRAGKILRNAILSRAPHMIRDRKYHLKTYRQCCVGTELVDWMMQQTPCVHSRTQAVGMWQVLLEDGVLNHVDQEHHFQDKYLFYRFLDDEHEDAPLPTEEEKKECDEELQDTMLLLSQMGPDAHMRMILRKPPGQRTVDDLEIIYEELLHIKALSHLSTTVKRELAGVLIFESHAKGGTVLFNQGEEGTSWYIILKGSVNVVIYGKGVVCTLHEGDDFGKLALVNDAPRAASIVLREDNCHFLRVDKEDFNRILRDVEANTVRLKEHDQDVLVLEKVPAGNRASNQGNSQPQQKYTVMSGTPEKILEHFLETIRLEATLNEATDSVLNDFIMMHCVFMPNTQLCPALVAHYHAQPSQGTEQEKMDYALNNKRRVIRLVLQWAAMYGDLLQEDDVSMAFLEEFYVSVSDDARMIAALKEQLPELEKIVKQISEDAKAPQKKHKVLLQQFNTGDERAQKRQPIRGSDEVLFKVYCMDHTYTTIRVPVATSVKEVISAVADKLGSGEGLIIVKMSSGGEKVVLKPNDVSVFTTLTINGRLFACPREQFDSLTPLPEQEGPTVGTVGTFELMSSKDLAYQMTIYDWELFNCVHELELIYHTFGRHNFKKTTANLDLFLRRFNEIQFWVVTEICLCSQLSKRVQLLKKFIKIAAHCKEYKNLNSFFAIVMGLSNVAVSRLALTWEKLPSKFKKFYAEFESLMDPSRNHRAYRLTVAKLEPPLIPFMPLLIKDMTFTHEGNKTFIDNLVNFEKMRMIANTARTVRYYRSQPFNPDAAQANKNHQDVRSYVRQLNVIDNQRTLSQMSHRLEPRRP
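Setup: EPAC2 100 nM, labeled Rap1B complex 250 nM, free GDP 50 uM. Compound titrations pinned in, brief spin, 5 min room temperature incubation. Kinetic fluorescence read over 30 min, normalized to 6.5 mM cAMP.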
EPAC2 antagonist – antagonists of human EPAC2. 0.18% of 360,000 active. Potency, µM (doses to about 114 µM), inactives show at the highest dose activity, negative = inhibition, usual class: inhibitors. EPAC2 GEF exchange of Rap1B-BODIPY-GDP, fluorescence. Q8WZA2. AID 720708; note: potency is the fitted concentration of half-maximal effect; % is set by controls: 0 for no effect and ±100 for the full control effect; nearly all actives have a fitted effect of over 45% in size; many of its hits are not listed in these tables
Abeta rescue – A-beta toxicity reversal in yeast. yeast expressing A-beta42, growth rescue, OD600, 48 h; response scale: 0% DMSO, 100% iron-clioquinol control. Potency, µM (series often up to 46.1 µM), for inactives: at the top dose growth rescue, most hits filed as activators. 0.063% of 410,000 active; note: potency is the fitted concentration of half-maximal effect; nearly all actives have a fitted effect of over 55% in size
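Yeast A-beta toxicity model in growth medium with pinned compounds, 48 h at 30 C; growth read as absorbance at 600 nm. Normalized to FeCl3/clioquinol equimolar mix (positive) and DMSO (negative).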
aSyn rescue – rescues yeast growth from alpha-synuclein toxicity | Yeast expressing alpha-synuclein, growth rescue, BacTiter-Glo, 24 h | Potency, µM (series often up to 46.1 µM), for inactives: top-dose growth rescue (activation), most hits filed as activators | 0.14% of 370,000 active | AID 652106; note: potency is the fitted concentration of half-maximal effect; % of control where 0% means no effect; nearly all actives have a fitted effect of over 65% in size
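Readout is rescue of growth in alpha-synuclein-expressing yeast, so inhibitors of toxicity appear as activators. Growth after 24 hr at 30 deg C in galactose medium is quantified by luminescence.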
* hit, by the source's call; ? = inconclusive; nt = not tested or not shown; [ ] = dose if it differs, or a comment. Unless noted, calls come from the whole dose curve; as a rule, active = well fitted curve in the direction sought with a large enough effect; inconclusive = small, poorly fitted or top-dose-only effect, or another doubt; inactive = no such curve, though single readings can be large; an effect the other way counts as inactive or inconclusive. This is a subset; rates above refer to the full screens.

#1 CNC(=S)Nc1ccc2[nH]c(=O)[nH]c2c1
#2 CCN(CC)S(=O)(=O)c1cc(C(=O)Nc2ccccc2C(=O)O)ccc1OC
#3 CCn1cc(S(=O)(=O)c2ccc(Cl)cc2)c(=O)c2cc(OC)ccc21
#4 CCCNC(=O)C1(C)CCN(C(=O)c2cccnc2Oc2ccccc2)C1 (stereo unspecified)
#5 COCCCNC(=S)Nc1ccc(N2CCCCC2)cc1
#6 COc1ccc(Cc2nnc(NC(=O)c3c(-c4ccccc4)noc3C)s2)cc1
#7 COc1ccc(C(=O)c2sc3nc(-c4ccc(F)cc4)ccc3c2N)cc1
#8 CCCS(=O)(=O)N1CCCC(C(=O)NCCN(CC)c2ccccc2)C1 (stereo unspecified)
#9 Cc1ccc(S(=O)(=O)c2nnn3c2nc(N2CCOCC2)c2ccccc23)cc1
#10 CC(=O)NS(=O)(=O)c1ccc(NC(=O)/C=C/c2ccc(C)o2)cc1
compound no.	1	2	3	4	5	6	7	8	9	10
FUS suppressor	-6%	17%	7%	-18%	?	?	-16%	-7%	-3%	29%
TDP-43 yeast inh	-16%	-18%	-7%	-11%	1%	-36%[inhibitor]	4%	-11%	-2%	15%
D3 antag	8	6	4	-23	9	-18	nt	-10	1	10
D3 ag	4	-2	3	2	3	-9	0	-5	5	1
EPAC2 agonist	9%	6%	0%	17%	1%	10%	nt	-11%	-4%	4%
EPAC2 antagonist	1%	-1%	-2%	-6%	1%	4%	nt	5%[57.1 µM]	-3%	-5%
Abeta rescue	-3%	9%	5%	-19%	3%	-7%	-13%	13%	-3%	-6%
aSyn rescue	0%	0%	1%	1%	-6%	-5%	nt	-6%	0%	10%

The list goes on; the last two above are carried over.
#9 Cc1ccc(S(=O)(=O)c2nnn3c2nc(N2CCOCC2)c2ccccc23)cc1
#10 CC(=O)NS(=O)(=O)c1ccc(NC(=O)/C=C/c2ccc(C)o2)cc1
#11 O=S(=O)(NCCc1ccccc1)c1cnc(Cl)c(Br)c1
#12 COC(=O)C1=C(C)Nc2[nH]c(=S)[nH]c(=O)c2C1c1ccc(OC)cc1 (stereo unspecified)
#13 O=C(CCN1C(=O)c2ccccc2C1=O)N1CCN(C(=O)c2ccccc2)CC1
#14 COC(=O)c1sc(N2C(=O)C(=O)/C(=C(/O)c3ccc(C)cc3)C2c2ccco2)nc1C (stereo unspecified)
#15 COc1ccc(-c2nc3scc(CCNS(=O)(=O)c4ccc(F)cc4F)n3n2)cc1OC
#16 COc1cccc(C2C(C(=O)Nc3ccccc3OC)=C(C)Nc3nc4ccccc4n32)c1 (stereo unspecified)
#17 CCCOC(=O)C(C)n1cnc2sc(C)c(C)c2c1=O (stereo unspecified)
#18 O=C(NCc1ccco1)C1(c2ccc(Br)cc2)CCCC1
#19 CCOC(=O)Cn1c(=O)c2c(nc3n2CCCCN3c2ccc(OCC)cc2)n(C)c1=O
#20 CC(=O)c1ccc(N=C2NC(=O)C(CO)(CO)S2)cc1
compound no.	9	10	11	12	13	14	15	16	17	18	19	20
FUS suppressor	-3%	29%	nt	35%	6%	?	26%	-12%	1%	17%	-6%	-24%
TDP-43 yeast inh	-2%	15%	11µM*	15%	4%	11%	18%	14%	6%	8%	-1%	-4%
D3 antag	1	10	22	-14	0	3	nt	nt	40	-5	16	0
D3 ag	5	1	-6	-5	-5	10	-7	-2	0	-3	-12	-10
EPAC2 agonist	-4%	4%	16%	8%	6%	7%	nt	nt	8%	13%	2%	9%
EPAC2 antagonist	-3%	-5%	5%	-9%	5%	-7%	nt	nt	-9%	-2%	3%	10%
Abeta rescue	-3%	-6%	-11%	6%	11%	10%	-1%	-2%	9%	-8%	1%	-14%
aSyn rescue	0%	10%	13%	-3%	-3%	3%	nt	nt	3%	8%	-3%	-4%

#21 CCOc1ccc(-c2nc3c(C#N)c[nH]n3c2NC2CCCC2)cc1
#22 CC1CN(S(=O)(=O)c2ccc(C(=O)NCCCn3ccnc3)cc2)CC(C)O1 (stereo unspecified)
#23 CC1CCCCC1NC(=O)CN1CCC(NC(=O)c2cccc(F)c2)CC1 (stereo unspecified)
#24 Cn1c(Cc2csc(N)n2)nnc1SCC(=O)NCc1ccccc1
#25 Cc1ccc(S(=O)(=O)n2nccc2-c2c(-c3ccc(Cl)cc3)noc2C)cc1
#26 CC(=O)Nc1ccc(C(=O)Nc2nc(-c3cc(C)n(Cc4ccccc4)c3C)cs2)cc1
#27 COc1ccc(C(C)NC(=O)C2CCCC2)cc1OC (stereo unspecified)
#28 Cc1nc(N2CCC(C)CC2)c2c(C)c(C(=O)O)sc2n1
#29 Cc1cc(C)n2nc(SCC(=O)N(C)Cc3ccccc3)nc2n1
#30 CC(C)Cn1c(N)c(C(=O)CSc2ncccn2)c(=O)n(C)c1=O
compound no.	21	22	23	24	25	26	27	28	29	30
FUS suppressor	20%	11%	9%	22%	-4%	nt	-7%	8%	5%	-2%
TDP-43 yeast inh	22%[9.22 µM]	-21%	-8%	-18%	-9%	-15%	-7%	?	-7%	21%
D3 antag	nt	-6	-5	3	15	32	2	?	-16	-4
D3 ag	1	-12	-12	-12	9	2	-6	2	2	3
EPAC2 agonist	nt	6%	-4%	8%	12%	8%	1%	0%	2%	10%
EPAC2 antagonist	nt	7%	10%	21%	?	-2%	4%	-5%	10%	2%
Abeta rescue	-26%	8%	-1%	-13%	5%	0%	?	-8%	9%	11%
aSyn rescue	nt	-5%	1%	0%	11%	-3%	-7%	22%	4%	5%

#31 COc1ccc(CN2CCc3c(c(=O)n4ncc(C(=O)N5CCN(c6ccccc6F)CC5)c4n3C)C2)cc1
#32 O=C(NCCCn1ccnc1)C1CC2CCC1C2 (stereo unspecified)
#33 CCOC(=O)Cc1csc(NC(=O)COC(=O)/C=C/c2ccc(OC)cc2)n1
#34 C/C(=N\NC(=O)CCc1ccccc1)c1ccc(Br)cc1
#35 Cc1coc2cc3oc(=O)c(CC(=O)N4CCCCC4)c(C)c3cc12
#36 N#C/C(=C\c1ccc(OC(=O)c2ccccn2)cc1)C(N)=O
#37 CCCOc1ccc(C2NC(=S)NC(C)=C2C(=O)c2ccccc2)cc1OC (stereo unspecified)
#38 CCn1cc(C(=O)NC(C)C2CC3CCC2C3)cn1 (stereo unspecified)
#39 Cc1ccc(NC(=O)C(c2ccc(Cl)cc2)N2CCOCC2)cc1 (stereo unspecified)
#40 COc1ccc(C2C(C(C)=O)=C(O)C(=O)N2c2ccc(F)cc2)cc1 (stereo unspecified)
compound no.	31	32	33	34	35	36	37	38	39	40
FUS suppressor	56%	14%	15%	13%	-21%	19%	?	-2%	17%	6%
TDP-43 yeast inh	22%	3%	?	-7%	10%	4%	-8%	10%	16%	4%
D3 antag	nt	6	-5	1	nt	-9	-22	11	1	5
D3 ag	-2	1	2	5	15	1	-4	2	2	9
EPAC2 agonist	nt	2%	2%	2%	nt	-6%	17%	-5%	7%	5%
EPAC2 antagonist	nt	-2%	-8%	3%	nt	9%	2%	14%	5%	3%
Abeta rescue	-2%	-1%	15%	11%	0%	2%	5%	16%	-2%	-5%
aSyn rescue	nt	-2%	-2%	1%	nt	-4%	-2%	7%	4%	6%

Exported with bars between the fields: entries from further up
nr | mol | FUS suppressor | TDP-43 yeast inh | D3 antag | D3 ag | EPAC2 agonist | EPAC2 antagonist | Abeta rescue | aSyn rescue
31 | COc1ccc(CN2CCc3c(c(=O)n4ncc(C(=O)N5CCN(c6ccccc6F)CC5)c4n3C)C2)cc1 | 56% | 22% | nt | -2 | nt | nt | -2% | nt
32 | O=C(NCCCn1ccnc1)C1CC2CCC1C2 (stereo unspecified) | 14% | 3% | 6 | 1 | 2% | -2% | -1% | -2%
33 | CCOC(=O)Cc1csc(NC(=O)COC(=O)/C=C/c2ccc(OC)cc2)n1 | 15% | ? | -5 | 2 | 2% | -8% | 15% | -2%
34 | C/C(=N\NC(=O)CCc1ccccc1)c1ccc(Br)cc1 | 13% | -7% | 1 | 5 | 2% | 3% | 11% | 1%
35 | Cc1coc2cc3oc(=O)c(CC(=O)N4CCCCC4)c(C)c3cc12 | -21% | 10% | nt | 15 | nt | nt | 0% | nt
36 | N#C/C(=C\c1ccc(OC(=O)c2ccccn2)cc1)C(N)=O | 19% | 4% | -9 | 1 | -6% | 9% | 2% | -4%
37 | CCCOc1ccc(C2NC(=S)NC(C)=C2C(=O)c2ccccc2)cc1OC (stereo unspecified) | ? | -8% | -22 | -4 | 17% | 2% | 5% | -2%
38 | CCn1cc(C(=O)NC(C)C2CC3CCC2C3)cn1 (stereo unspecified) | -2% | 10% | 11 | 2 | -5% | 14% | 16% | 7%
39 | Cc1ccc(NC(=O)C(c2ccc(Cl)cc2)N2CCOCC2)cc1 (stereo unspecified) | 17% | 16% | 1 | 2 | 7% | 5% | -2% | 4%
40 | COc1ccc(C2C(C(C)=O)=C(O)C(=O)N2c2ccc(F)cc2)cc1 (stereo unspecified) | 6% | 4% | 5 | 9 | 5% | 3% | -5% | 6%

Following part
#41 COC(c1ccccc1)c1nnc(CCC(=O)N2CCN(CCOc3ccccc3)CC2)o1 (stereo unspecified)
#42 CCn1cc(C(=O)N2CCCC(C(=O)c3cccc(C(F)(F)F)c3)C2)cn1 (stereo unspecified)
#43 O=C1CC[C@@H]2C[C@@]3(C[C@@H]4CCN1[C@H]24)Nc1cc([N+](=O)[O-])ccc1NC3=NCc1ccccc1
#44 Cc1ccc(Cc2c(-c3ccc(C)cc3)nc3c(C)cc(Br)cn23)cc1
#45 CN1CCC2(CC1)N=C(c1ccc(F)cc1)C(=S)N2C(=O)c1ccc(C(C)(C)C)cc1
compound no.	41	42	43	44	45
FUS suppressor	2%	-5%	-5%	8%	-12%
TDP-43 yeast inh	-6%	13%	-13%	6%	20µM*
D3 antag	4	0	-28	-2	3
D3 ag	25	5	-18	-9	-2
EPAC2 agonist	1%	3%	8%	6%	-3%
EPAC2 antagonist	3%	-6%	-9%	2%	-10%
Abeta rescue	-1%	-5%	-8%	2%	-48%[inhibitor]
aSyn rescue	1%	11%	-1%	13%	14%
